# Shn3 3UTR inh = Schnurri-3 reporter inhibition in Clone20 osteoblasts; inhibition, % at 12.5 µM; AID 588674; Clone20 osteoblast Shn3 3'UTR firefly luciferase, 24 h; 0.52% of 360,000 active;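 active = mean inhibition of at least 75% with every replicate also reaching 75%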;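 note: 0% = median of neutral control wells and 100% = pilot-screen positive control compound; some compounds past the cut are filed as inactive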
# C8 TRAIL sens = sensitizes caspase-8 expressing cells to TRAIL; AID 624354; NB7+C8 cells + TRAIL, ATPlite viability luminescence; inhibition (viability loss, TRAIL sensitization), % at 10 µM; 1% of 360,000 active;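 active = compounds causing at least 50% loss of cell viability in the single-dose screen, relative to plate controls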
# MITF TRPM1 inh = reduces MITF-dependent TRPM1 promoter luciferase signal. inhibition, % at 12.5 µM. SK-MEL-5 TRPM1 promoter luciferase, 24 h. 0.83% of 330,000 active. AID 488899;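 active = mean inhibition across replicates of 60% or more, whatever share of single replicates reaches that level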; note: values of inactives mirror those of a sister screen read the other way
# NR2E3 ag-1 = activates human photoreceptor nuclear receptor NR2E3; Q9Y5X4; GST-NR2E3/biotin-RetCOR TR-FRET, 1536-well; inhibition of corepressor binding, % at 4.78 µM; 0.12% of 320,000 active; AID 2300;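 active = percent inhibition above the cutoff of mean plus 3 SD of all tested compounds, set per screening campaign, cut at about 20% in these data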;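 note: 0% = DMSO wells and 100% = biotin wells as full block of FRET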
# Target sequence (Q9Y5X4 whole entry, looked up): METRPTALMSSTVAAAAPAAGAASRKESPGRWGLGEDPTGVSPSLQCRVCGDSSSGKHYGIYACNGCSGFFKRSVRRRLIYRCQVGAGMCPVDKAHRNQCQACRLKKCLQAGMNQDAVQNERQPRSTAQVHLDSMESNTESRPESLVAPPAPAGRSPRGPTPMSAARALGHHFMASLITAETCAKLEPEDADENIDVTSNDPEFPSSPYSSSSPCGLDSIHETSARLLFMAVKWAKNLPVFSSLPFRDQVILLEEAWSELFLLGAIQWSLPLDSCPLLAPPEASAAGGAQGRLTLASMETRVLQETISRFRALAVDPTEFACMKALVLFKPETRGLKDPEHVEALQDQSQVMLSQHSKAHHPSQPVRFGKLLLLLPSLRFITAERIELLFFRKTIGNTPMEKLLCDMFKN
#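 Test system – NR2E3–RetCOR corepressor complex · Quantity – NR2E3 fusion 1.35 nM · Buffer or medium – Tris pH 7.5 · Incubation – Compound–protein incubation for 5 h at 4 °C · Technique – TR-FRET, Eu(K)-anti-GST donor, streptavidin-D2 acceptor, ex 340, em 617/671 nm · Evaluation – percent inhibition of 671/617 nm emission ratio versus biotin and DMSO controls · Plate – 1536-well format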
# CF NFkB block = inhibitors of cystic fibrosis induced NF-kB | inhibition, % at 5 µM | 0.86% of 360,000 active | KKLEB NF-kB-GFP reporter, PAF-induced, GFP fluorescence overnight | AID 588850;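 active = at least 50% inhibition at 5 µM, scaled per plate between neutral and stimulator controls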;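 note: PAF is a Pseudomonas aeruginosa culture filtrate used as stimulus; plate controls were PAF-stimulated DMSO wells for no effect and unstimulated DMSO wells for full effect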
# HIF-2a inh = blocks HIF-2a reporter activity; AID 624352; 0.72% of 360,000 active; 786-0 RCC cells HIF-2a reporter, luciferase luminescence, overnight; inhibition, % at 18.8 µM;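 active = inhibition of the luminescence signal of 40% or more relative to plate controls, in a single-dose primary screen at 18.75 µM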
# KKLEB tox = CF airway cell cytotoxicity counter-screen; KKLEB CF airway cells viability, ATPlite luminescence, overnight; active compounds read low; cells stimulated with P. aeruginosa culture filtrate; 0.36% of 360,000 active; AID 602141; activity change (cytotoxicity), % at 5 µM;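 active = corrected activity change at or below -50% at 5 µM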
# Peg3 promoter = reduces Peg3 promoter-driven luciferase expression in HeLa; HeLa PEG-Prom luciferase reporter, luminescence, overnight; inhibition, % at 20 µM; 1.7% of 360,000 active; AID 588405;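 active = inhibition of at least 50% at 20 µM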
# hiPSC survival = increases survival of single human iPS cells; hiPSC single-cell survival, ATPlite luminescence; 100% = ROCK inhibitor wells, 0% = DMSO; survival enhancement, % at 20 µM; 0.044% of 360,000 active; AID 602274; in the data active = survival enhancement above about 18%;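 note: cells exposed to compounds for 16 hours before the ATP read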
# LMP1 NFkB inh = inhibitors of Epstein-Barr LMP1-induced NF-kappaB reporter. LMP1-induced NF-kappaB luciferase reporter cells, luminescence. inhibition, % at 12.5 µM. 0.69% of 350,000 active. AID 504558; in the data active = inhibition above about 41%;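 note: 0% = neutral control wells and 100% = reference inhibitor control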
# NR2E3 ag-2 = human photoreceptor-specific nuclear receptor agonism; Q9Y5X4; CHO-S Gal4-NCOR/VP16-NR2E3 two-hybrid, luciferase; inhibition of corepressor binding, % at 3.98 µM; 0.35% of 360,000 active; AID 602229;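 active = inhibition above the mean of all tested compounds plus 3 SD, cut at about 70% in these data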;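 note: 0% = DMSO with NR2E3 transfected cells and 100% = cells lacking NR2E3 construct; higher means lower luciferase signal from less NR2E3 corepressor binding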
# An asterisk follows results filed as active; nt = no result given. Not all compounds are listed, so the mix of outcomes need not match the whole.
# Sample of the layout, two compounds:
SMILES,Shn3 3UTR inh,C8 TRAIL sens,MITF TRPM1 inh,NR2E3 ag-1,CF NFkB block,HIF-2a inh,KKLEB tox,Peg3 promoter,hiPSC survival,LMP1 NFkB inh,NR2E3 ag-2
O=C(Nc1ccc(F)cc1Cl)c1ccc2c(=O)n3c(nc2c1)CCC3,-83.0,13.5,-100.3,5.3,-1.7,-208.3,-7.4,-305.9,-0.5,-21.7,-75.8
CN(CC(=O)Nc1ccccc1Br)C(=O)c1cccc(S(=O)(=O)NCc2ccccc2)c1,7.1,-8.8,-7.1,0.3,29.5,9.6,-13.2,-7.8,-0.6,-4.4,11.8

# Results (from the top)
SMILES,Shn3 3UTR inh,C8 TRAIL sens,MITF TRPM1 inh,NR2E3 ag-1,CF NFkB block,HIF-2a inh,KKLEB tox,Peg3 promoter,hiPSC survival,LMP1 NFkB inh,NR2E3 ag-2
O=C(Nc1ccc(F)cc1Cl)c1ccc2c(=O)n3c(nc2c1)CCC3,-83.0,13.5,-100.3,5.3,-1.7,-208.3,-7.4,-305.9,-0.5,-21.7,-75.8
CN(CC(=O)Nc1ccccc1Br)C(=O)c1cccc(S(=O)(=O)NCc2ccccc2)c1,7.1,-8.8,-7.1,0.3,29.5,9.6,-13.2,-7.8,-0.6,-4.4,11.8
Cn1c(CCN2CCOCC2)nc2cc(NC(=O)COc3ccc([N+](=O)[O-])cc3)ccc21,-27.1,-13.7,-0.9,2.2,-3.5,12.1,-7.3,8.9,-0.1,22.7,-39.7
C/C(Cn1nnc2ccccc21)=N\NC(=O)c1ccc(Br)cc1,-53.7,-4.7,-5.8,-1.9,0.5,-0.4,4.7,-3.4,1.6,2.7,-19.8
CCN(CC)CCCNc1ncnc2scc(-c3ccc(F)cc3)c12,-5.3,4.4,4.8,1.8,-4.9,15.5,-1.1,8.4,-0.6,-3.6,-9.2
C=CCOC(=O)C1=C(C)OC(N)=C(C#N)C1c1ccoc1 (configuration not stated),-4.4,-7.7,17.2,7.0,7.6,-14.0,1.0,6.3,0.4,-4.0,-2.0
CC(C)[C@H](NC(=O)C1CCCC1)c1nc2ccccc2[nH]1,0.6,19.0,2.4,-1.6,-11.4,20.8,8.6,13.1,-0.7,-6.2,-10.1
CC(C)C[C@H](NC(=O)c1[nH]cnc1C(=O)N[C@@H](C)c1ccccc1)C(=O)OCc1ccccc1,37.6,34.4,19.4,-0.6,-14.2,19.8,8.1,47.9,10.4,-18.3,-4.3
CC1C(=O)N2CCCc3cc(NC(=O)C(=O)NCCc4ccccc4)cc1c32 (configuration not stated),6.6,16.6,-16.2,1.6,-9.5,-21.8,-6.1,-1.5,-0.3,-3.8,2.9
Cc1ccc(CCNC(=O)C2CCN(C(=O)N(C)C)CC2)cc1,-9.2,-4.1,12.2,0.8,-5.0,2.7,15.5,15.5,1.9,0.4,-5.5
COCc1cc(N2CCOCC2)nc(-c2ccccc2)n1,-12.1,-5.2,-3.9,-2.4,11.5,15.0,-12.0,-1.4,-4.2,-3.3,-6.8
O=C(N/N=C/c1ccco1)c1cc(-c2ccc(Cl)cc2)n[nH]1,9.1,-4.6,1.3,-1.1,-28.0,2.4,9.1,-19.7,0.1,12.3,-18.2
CCN1CCN(CCCOc2ccccc2-c2ccccc2)CC1,5.7,6.9,-14.9,-3.7,13.8,11.1,1.0,7.3,-1.8,-0.4,-0.9
CC(=O)N/C(=C/c1ccc(OS(=O)(=O)c2ccc(C)cc2)cc1)C(=O)Nc1ccc(C(=O)O)cc1,-22.4,-2.5,14.4,-1.3,-8.9,17.9,-2.6,17.1,0.0,3.1,-9.1
CC(=O)N1CCc2cc(C(=O)CN3CCC(C)CC3)ccc21,-21.4,-13.8,15.8,5.8,-4.6,-16.8,-2.4,-11.9,2.7,4.4,-9.1
COc1ccc(CN=CC2=C(O)CNC2=O)cc1OC,-1.5,6.7,6.3,0.3,10.1,-1.0,-1.8,-1.5,-0.4,1.6,-1.5
O=C(CSCc1ccc(F)cc1)NCc1ccc(F)cc1,-6.8,-6.4,-21.2,5.8,-25.9,-11.8,5.5,-5.5,-0.6,3.8,-22.7
CC1=C(C(=O)OC(C)C)C(c2ccc(F)cc2)NC(=O)N1 (configuration not stated),0.1,-6.6,-7.1,0.1,13.8,13.4,-5.9,8.2,-0.9,-5.6,14.7
CCOC(=O)/C(C#N)=C\c1c(OCC)n(CC)c2ccccc12,0.5,12.4,2.6,-0.4,6.7,12.3,6.6,15.8,1.0,7.1,18.8
O=C(COc1ccc(Cl)cc1)N1CCN(c2cccc(C(F)(F)F)c2)CC1,-9.4,-12.5,10.8,3.2,7.7,19.6,-6.5,32.9,-1.2,-4.9,13.1
CCc1noc(C)c1C(=O)OCC(=O)NCc1ccc(Cl)cc1,-0.9,0.7,2.4,nt,2.3,24.0,-1.4,-8.6,-1.9,-2.5,6.6
COCC(C)n1c(SCC(=O)c2cc(C)n(C)c2C)nc2ccccc2c1=O (configuration not stated),13.4,1.9,5.7,3.6,-12.6,23.3,-3.5,21.0,0.5,4.2,-14.8
Cc1ccc(N/C=C/C(=O)c2ccc(C)cc2)cc1,-63.5,31.7,-67.9,2.5,4.1,-199.8,0.4,-202.7,-4.5,-38.6,-88.8
Cc1ccc(C(=O)N/C(=C/c2ccco2)C(=O)NCCCn2ccnc2)cc1,-8.5,3.5,-11.0,0.3,-1.5,15.6,2.2,5.7,-0.7,0.6,0.7
c1cn2cc(CN3CCOCC3)nc2s1,-0.7,4.1,10.0,-1.7,12.2,-1.3,-6.0,4.3,2.4,-3.6,-12.3
CS(=O)(=O)N(CC(=O)Nc1c(F)cccc1F)c1cccc([N+](=O)[O-])c1,1.1,-13.0,0.2,-1.9,-9.7,9.9,14.9,-4.6,-1.1,1.8,11.5
Cc1cccc([C@@H]2[C@@H]3C(=O)N(Cc4ccccc4)C(=O)[C@@H]3[C@]3(CC(C)C)C(=O)N(c4cccc(F)c4)C(=O)N23)c1,7.9,2.1,1.5,2.1,14.2,-5.2,-14.1,7.1,-1.4,3.6,-11.6
CC(=O)N1CCN(Cc2cc(=O)oc3ccccc23)CC1,-33.5,-9.0,nt,nt,19.0,13.9,-16.7,12.3,-0.4,nt,9.9
Fc1cccc(Cl)c1CSc1nnc(-c2ccncc2)o1,-55.7,-8.6,-52.8,-1.7,7.6,-210.8,1.4,-367.6,0.3,-15.8,-48.8
CCCSc1nnc2[nH]c(=O)cc(N)n12,3.3,-1.8,7.8,2.5,6.5,8.9,-4.5,-13.3,-2.2,6.0,-21.1
CCOc1cc(/C=C2/NC(=O)N(Cc3ccccc3F)C2=O)ccc1O,41.6,18.6,13.7,0.6,2.9,20.9,2.4,16.6,9.9,-16.6,19.4
O=C1OC(Cc2ccccc2)(c2ccccc2)c2ccccc21 (configuration not stated),4.8,5.3,nt,nt,-18.4,-0.5,5.7,4.1,2.8,-4.2,-25.4
COc1ccccc1N1C(=O)CC(N2CCN(c3ccc(Cl)cc3)CC2)C1=O (configuration not stated),12.5,1.9,4.2,-2.5,0.3,15.7,5.1,14.9,-0.4,-8.7,-19.3
CCS(=O)(=O)c1ccc2oc(SCC(=O)NC(C)C3CC4CCC3C4)nc2c1 (configuration not stated),9.5,7.6,0.9,-0.4,7.7,13.2,-11.6,21.9,2.2,-2.9,6.7
OC[C@@H]1CN(Cc2cccs2)C[C@H](n2cnc3c(NC4CCCC4)ncnc32)O1,-10.5,-2.6,nt,nt,-1.1,9.5,-0.1,3.4,0.8,nt,-11.2
COc1ccc(CCNc2oc(Cc3ccccc3)nc2C#N)cc1OC,20.0,-26.6,4.6,-0.6,14.2,7.6,-8.6,9.8,-1.7,4.7,-8.0
Cc1[nH]nc2c1[C@@H](c1ccccc1[N+](=O)[O-])C(C#N)=C(N)O2,-4.0,-7.5,18.6,1.9,-15.7,8.6,12.2,7.3,-0.5,2.2,20.1
COc1ccc(N2CCN(C(=O)c3ccc(C)cc3)CC2)c([N+](=O)[O-])c1,-7.0,-11.4,12.0,-2.0,-10.2,21.4,-0.6,8.4,0.3,4.6,8.0
Cn1nc2c3ccccc3n(Cc3ccccc3)c2nc1=S,-23.0,0.6,-12.8,-0.1,7.4,-112.2,-23.5,-78.4,-0.6,-5.3,-43.0
CC/C(=N\NC(=O)c1ccc(N2CCCC2=O)cc1)c1ccccc1,1.9,0.4,2.0,1.4,-2.1,6.6,4.1,-4.0,0.3,3.9,-6.4
CCn1c(O)c(N=NC(=O)CNC(=O)Cc2ccccc2)c2ccccc21,-28.4,26.0,12.0,-2.5,-2.4,3.9,9.5,14.5,-0.4,4.2,-9.7
N/C(=N\OCC(=O)Nc1ccccc1)c1nonc1N,-15.4,1.1,-18.7,0.7,-4.6,-39.0,6.1,-45.7,-0.6,-2.2,1.1
Nc1nc(-c2ccc(NC(=O)c3ccco3)cc2)cs1,-1.9,73.5*,9.5,0.4,-13.1,-144.2,-3.3,-69.7,-0.8,75.7*,-134.2
CCCCCn1c(=O)[nH]c2cc(C(=O)NCCN3CCC(C)CC3)ccc2c1=O,-8.8,-0.4,-14.4,5.5,5.4,21.8,0.7,20.5,-0.1,-25.9,4.4
CN(C)CCCNCCCNC(=O)c1ccccn1,0.1,-9.8,5.8,-0.8,-0.4,9.3,3.9,-11.4,10.5,-1.6,15.0
Cc1ccc(C)c2sc(N)nc12,-0.6,0.0,0.3,0.8,1.4,10.6,-6.7,11.9,-0.4,1.6,17.0
CCc1ccc(S(=O)(=O)Nc2c(C)n(C)n(-c3ccccc3)c2=O)cc1,3.2,-3.1,-0.5,0.2,2.1,12.4,1.7,2.6,-0.6,-0.4,-2.8
Oc1[nH]c2ccccc2c1N=Nc1nc(Nc2ccccc2)nc(N2CCOCC2)n1,82.8,29.1,-7.6,1.6,34.4,-16.3,-14.9,69.7*,-0.7,-6.9,4.0
COc1ccc(OC)c2c1sc(=NC(=O)C1COc3ccccc3O1)n2C (configuration not stated),-32.1,-7.2,-73.7,1.8,17.4,-101.5,-8.3,-208.4,0.8,-22.5,-12.9
O=C1c2cccc3cccc(c23)C(=O)N1c1nccs1,10.3,1.9,-3.3,-2.6,-49.2,-8.3,12.1,-18.9,-1.3,-3.1,2.9
CCCSc1nc2sc3c(c2c(=O)n1CC)CC(C)(C)OC3,20.2,-1.4,4.6,0.1,7.8,0.0,-3.8,4.2,-0.2,-3.6,-31.4

# A few values from the list.
# O=C(CSCc1ccc(F)cc1)NCc1ccc(F)cc1 @ CF NFkB block: -25.9
# CCc1ccc(S(=O)(=O)Nc2c(C)n(C)n(-c3ccccc3)c2=O)cc1 @ CF NFkB block: 2.1
# CCS(=O)(=O)c1ccc2oc(SCC(=O)NC(C)C3CC4CCC3C4)nc2c1 (configuration not stated) @ MITF TRPM1 inh: 0.9
# O=C(COc1ccc(Cl)cc1)N1CCN(c2cccc(C(F)(F)F)c2)CC1 @ NR2E3 ag-1: 3.2
# CCc1noc(C)c1C(=O)OCC(=O)NCc1ccc(Cl)cc1 @ C8 TRAIL sens: 0.7
